M1 PAM – potentiates human M1 receptor response to acetylcholine; CHO-K1 hM1, Fluo-8 calcium fluorescence, ACh EC20; 0% = ACh EC20, 100% = maximal ACh; activation, % at 3 µM; 360,000 compounds, 0.088% hits; AID 588819; in the data active means activation above about 19%, passing the limit was not always enough
CHRM1 antagonist – human CHRM1 antagonism | P11229 | inhibition, % at 3 µM | 360,000 compounds, 1.3% hits | AID 588852 | CHO-K1 hM1, Fluo-8 calcium fluorescence, ACh EC80 antagonist;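 active means percent inhibition above its own plate's cutoff, namely the mean of that plate's compound wells plus 3 SD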;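 further: peak over basal fluorescence ratio during 140 s after agonist addition; 0% = ACh EC80 plus DMSO and 100% = DMSO alone without agonist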
M5 ag – agonists of human muscarinic M5 receptor (CHRM5); P08912; CHO-K1 hM5 cells, Fluo-8 calcium fluorescence; 0% DMSO wells, 100% maximal acetylcholine response; activation, % at 3 µM; 360,000 compounds, 0.19% hits;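 active means activation above the run's mean over test compounds plus 3 SD, cut at about 23% in these data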;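 further: signal is peak over basal fluorescence ratio across the kinetic read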
Target sequence (P08912 whole entry, looked up): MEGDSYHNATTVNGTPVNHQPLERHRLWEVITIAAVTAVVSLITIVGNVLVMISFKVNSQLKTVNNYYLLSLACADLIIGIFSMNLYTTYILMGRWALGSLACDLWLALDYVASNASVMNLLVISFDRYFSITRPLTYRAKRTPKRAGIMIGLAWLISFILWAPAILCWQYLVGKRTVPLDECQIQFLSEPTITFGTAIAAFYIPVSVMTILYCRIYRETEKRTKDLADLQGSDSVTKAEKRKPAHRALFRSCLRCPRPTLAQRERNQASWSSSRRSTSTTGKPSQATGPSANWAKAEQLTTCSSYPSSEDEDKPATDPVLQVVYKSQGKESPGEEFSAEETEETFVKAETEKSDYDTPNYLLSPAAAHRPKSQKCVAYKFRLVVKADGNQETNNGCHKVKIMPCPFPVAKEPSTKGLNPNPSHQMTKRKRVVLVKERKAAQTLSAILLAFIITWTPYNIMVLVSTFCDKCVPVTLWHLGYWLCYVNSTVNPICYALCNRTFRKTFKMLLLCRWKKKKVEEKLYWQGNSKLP
CHRM4 agonist – CHRM4 agonism in calcium assay; 360,000 compounds, 0.14% hits; AID 624127; activation, % at 3 µM; CHO-K1 hM4/Gqi5, Fluo-8 calcium fluorescence; vehicle 0%, full acetylcholine response 100%;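 active means activation above the run mean over all test wells plus 3 SD, cut at about 32% in these data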;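 further: peak over basal fluorescence ratio per well then scaled between controls; 0% = DMSO wells and 100% = acetylcholine at EC100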
CHRM5 PAM – CHRM5 positive allosteric modulation. P08912. CHO-K1 hM5, Fluo-8 calcium, ACh EC20 PAM; 0% = ACh EC20, 100% = ACh EC100. activation, % at 3 µM. 360,000 compounds, 0.3% hits;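 active means activation above the run cutoff, the mean activation of all test compounds plus 3 SD, cut at about 18% in these data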
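Assay system: CHO-K1 hM5 cells. Also added: acetylcholine at EC20 concentration, added after compound. Dosing: 3 µM, single dose. Times: compound preincubation 140 s before EC20 acetylcholine addition. Signal: Fluo-8 calcium fluorescence. Measure: % activation relative to EC20 and EC100 ACh responses. Repeats: singlicate, one well per test compound.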
CHRM4 antagonist – CHRM4 antagonism in calcium assay | CHO-hM4 cells, ACh EC80, Fluo-8 calcium fluorescence | inhibition, % at 3 µM | 360,000 compounds, 0.73% hits | AID 624125 | P08173;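 active means inhibition above its plate's cutoff, the mean inhibition of sample wells plus 3 SD, cut at about 27% in these data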;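 further: 0% = acetylcholine EC80 with DMSO and 100% = DMSO without agonist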
TAAR1 ag – human TAAR1 agonism; Q96RJ0; CHO RD-HGA16 TAAR1, Fluo-8 calcium fluorescence; vehicle wells 0%, saturating PEA agonist 100%; activation, % at 3 µM; 360,000 compounds, 0.99% hits; AID 624467;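 active means activation above the mean activation of all test compounds in the run plus 3 SD, cut at about 38% in these data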
Target sequence (Q96RJ0 whole entry, looked up): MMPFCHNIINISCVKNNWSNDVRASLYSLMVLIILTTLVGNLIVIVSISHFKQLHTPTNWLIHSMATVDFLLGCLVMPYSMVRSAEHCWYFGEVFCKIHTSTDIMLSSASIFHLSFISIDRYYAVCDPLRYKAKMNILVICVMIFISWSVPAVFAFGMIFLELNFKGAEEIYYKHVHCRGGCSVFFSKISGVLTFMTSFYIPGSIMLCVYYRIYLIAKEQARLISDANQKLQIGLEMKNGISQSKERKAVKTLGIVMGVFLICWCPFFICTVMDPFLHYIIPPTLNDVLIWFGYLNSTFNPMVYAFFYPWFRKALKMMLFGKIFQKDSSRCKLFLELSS
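System: CHO-derived RD-HGA16 cells with stable Gα16 and human TAAR1 / Times: 17-24 h plating, Fluo-8 75 min 37 °C, 30 min RT / Technique: calcium-sensitive Fluo-8 signal, excitation 470-495, emission 515-575 nm / Measure: % activation relative to PEA EC100 response / Benchmarks: DMSO and PEA EC100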
M1 ag – human M1 muscarinic receptor agonism. P11229. CHO-K1 hM1, Fluo-8 calcium fluorescence, agonist mode; 0% DMSO, 100% acetylcholine EC100. activation, % at 3 µM. 360,000 compounds, 0.33% hits;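 active means activation above the run's mean compound activation plus 3 SD, cut at about 16% in these data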;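 further: peak over basal fluorescence ratio within a 140 s kinetic read after compound addition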
M5 antag – blocks acetylcholine activation of human M5 receptor; AID 624040; CHO-hM5 cells, Fluo-8 calcium fluorescence, ACh EC80; 360,000 compounds, 0.59% hits; P08912; inhibition, % at 3 µM;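 active means inhibition above a per-plate cutoff, the mean of that plate's test compounds plus 3 SD, cut at about 27% in these data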;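 further: 0% = acetylcholine EC80 with DMSO and 100% = DMSO without agonist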
An asterisk follows results filed as active; nt = not tested or not shown. Some of the compounds tested. The share of hits here may be higher or lower than overall.

SMILES	M1 PAM	CHRM1 antagonist	M5 ag	CHRM4 agonist	CHRM5 PAM	CHRM4 antagonist	TAAR1 ag	M1 ag	M5 antag
Cc1ccc(NN2C(=O)C=C(c3ccc(Cl)cc3)C2=O)cc1	-1	29	10	9	-3	70*	37	7	23
O=C(NCC1COc2ccccc2O1)c1ccc(Br)s1 (stereo unspecified)	1	-4	0	3	-1	3	-3	-3	-12
CCOc1ccccc1C(=O)N[C@H](C(=O)OCc1csc(CC(=O)Nc2ccc(C)cc2)n1)C(C)C	-13	16	0	12	-17	-4	3	-5	17
COc1cccc2cc(-c3ccccc3)oc12	4	-11	-4	-1	-7	-8	15	-2	16
CS(=O)(=O)N(CC(=O)N1CCN(c2ccccc2F)CC1)c1cc(C(F)(F)F)ccc1Cl	10	-5	-1	1	2	3	nt	-6	3
Cc1cccc(C)c1NC(=O)C(NC(=O)c1ccccn1)c1ccccc1[N+](=O)[O-] (stereo unspecified)	11	-7	-5	1	-7	1	3	-6	-2
Cc1ccc(C)c(S(=O)(=O)N2CCCOC2CNC(=O)C(=O)NCc2ccco2)c1 (stereo unspecified)	-3	4	1	0	5	4	0	-7	3
COc1ccccc1NS(=O)(=O)c1cccc(C(=O)N/N=C/c2c(CO)cnc(C)c2O)c1	8	-7	1	1	2	-1	18	-6	7
OC[C@@H]1CN(Cc2ccco2)C[C@H](n2cnc3c(NCc4ccncc4)ncnc32)O1	4	-11	2	1	-2	-4	1	-1	-2
Nc1nc(SCC(=O)N2CCN(c3ccccc3)CC2)n[nH]1	8	-7	-2	0	2	-1	5	0	9
O=C(CNC(=O)c1ccco1)N=Nc1c(O)[nH]c2ccc(Br)cc12	5	3	1	0	3	5	38*	0	1
CCOP(=O)(OCC)C(Cc1ccc(OC)c(OC)c1)N=C(c1ccccc1)c1ccccc1 (stereo unspecified)	1	0	0	3	-3	-7	0	10	5
Cc1cc(C(=O)CN2C(=O)C(=O)N(Cc3ccccc3)C2=O)c(C)n1-c1ccccc1F	2	-2	-3	2	-10	-18	4	-4	7
COc1ccc(/C=C2\SC(=N)N(c3ccc(F)cc3)C2=O)cc1	8	-8	0	3	5	-9	-1	-5	5
CCOCCCNC(=O)C1CCCN1S(=O)(=O)c1ccc(Cl)cc1 (stereo unspecified)	6	-2	0	1	6	-2	14	-3	-7
COc1ccc([N+](=O)[O-])cc1N(CC(=O)Nc1ccccc1C(=O)N1CCOCC1)S(C)(=O)=O	3	-3	-1	1	2	3	1	2	12
COc1ccc(/C=N/NC(=O)C2c3ccccc3-c3ccccc32)cc1	-1	0	2	1	-5	3	8	-2	-3
Cc1nnc(SCC(=O)NC(C)(C)C)n1NCc1ccc(N(C)C)cc1	9	-15	1	1	2	-1	1	0	-1
Cc1ccc(C(=O)N/C(=C\c2cn(C)c3ccccc23)C(=O)OCCN(C)C)cc1	7	-13	4	1	0	-6	4	-4	6
CCOC(=O)c1[nH]c2ccc(F)cc2c1NC(=O)c1cc(OC)c(OC)c(OC)c1	3	-7	-1	4	-4	-16	16	0	6
OC(c1ccc(F)cc1)c1nc(-c2ccccc2)cs1 (stereo unspecified)	-1	-1	0	0	-8	-16	-2	-4	2
COc1ccc(C)cc1NC(=O)CN1C(=O)COc2ccc(S(=O)(=O)N3CCCCCC3)cc21	-2	5	-5	5	-6	0	-2	-4	10
O=[N+]([O-])c1ccccc1-n1cnc2ccccc21	5	6	-11	2	9	-8	-1	-16	6
COc1ncccc1-c1nnn(-c2ccc(Cl)c(Cl)c2)n1	-2	5	2	0	-3	16	2	-3	-5
Cc1nc(Nc2cccc(C(C)O)c2)c2nnn(Cc3ccc(F)cc3)c2n1 (stereo unspecified)	-4	6	10	18	-5	-7	5	-5	5

Carrying on:
SMILES	M1 PAM	CHRM1 antagonist	M5 ag	CHRM4 agonist	CHRM5 PAM	CHRM4 antagonist	TAAR1 ag	M1 ag	M5 antag
O=C1CS/C(=N/N=C/c2cccs2)N1Cc1ccc(F)cc1	-12	22	4	4	-13	3	-2	0	15
COc1ccc(C2Nc3ccccc3C(=O)N2c2ccc(F)cc2)cc1Cn1nnc2ccccc21 (stereo unspecified)	2	-3	-3	4	-4	11	0	-9	1
COc1ccc(-c2csc(/C(C#N)=C/Nc3ccc4c(c3)OCCO4)n2)cc1	14	-6	-1	1	-2	-10	7	-7	0
O=C(NCc1ccccc1)c1cccc(F)c1F	6	-9	-2	0	-2	-3	0	-5	-7
Cc1ccc(S(=O)(=O)N(C)C)cc1NC(=O)COC(=O)c1ccc2c(c1)NC(=O)CS2	3	-9	3	3	0	-5	1	-4	-2
Cc1nc(NC(=O)CSc2nnc3ccccn23)c(Cl)cc1Cl	-4	12	-2	1	-9	7	-1	-2	5
c1cc[n+](CCC[n+]2ccccc2)cc1	0	5	-2	0	-1	9	0	-5	6
Cc1cccc(NC(=O)c2ccc(C)c(S(=O)(=O)N3CCCCC3)c2)n1	-2	-1	-2	3	-3	-6	0	-5	12
CCc1cccc2sc(N3CCN(C(=O)c4ccc([N+](=O)[O-])o4)CC3)nc12	-5	5	-8	7	-28	3	nt	-7	17
CCOc1ccc(/C=C(/C#N)c2nnc(N3CCOCC3)n2-c2ccccc2)cc1OC	4	-14	0	0	-4	-3	-1	-1	16
CCN(CC)C(=O)Cn1cc(C(=O)C(=O)NCc2ccco2)c2ccccc21	7	-7	-1	0	8	7	4	-6	3
CC(=O)Nc1cccc(-c2nc3ccc(NC(C)=O)cc3s2)c1	8	5	0	1	0	-5	2	-5	-2
O=C(CCCc1cccs1)Nc1ccc2c(c1)OCO2	7	-13	-5	1	0	3	2	-5	4
CCNC(=S)NNC(=O)c1cc(-c2ccc(OC)cc2)nc2ccccc12	3	-2	-1	5	-2	-3	0	-4	0
CCN(CCCNC(=O)COc1cc(=O)n(CC)c2ccccc12)Cc1ccccc1	6	-11	-4	1	-4	-1	8	-7	7
COc1cc(/C=N/NC(=O)c2ccc(NS(=O)(=O)c3cccs3)cc2)cc(OC)c1O	10	-7	-3	1	1	-9	0	-6	1
CCCC(=O)OCC(=O)Nc1cc(C(C)(C)C)nn1-c1ccccc1	3	4	-4	1	2	-3	2	-2	7
COc1cccc(OC)c1C(=O)N1CCN(S(=O)(=O)c2ccccc2)CC1	-10	6	-3	1	-1	4	18	-4	8
NS(=O)(=O)c1ccc(NC(=O)c2cc(-c3cc(Cl)ccc3O)n[nH]2)cc1	8	-2	-4	2	4	-4	4	-1	6
Cc1ccc(C)c(NCC(=O)c2ccc(Cl)cc2)c1	19	-16	7	0	15	-7	4	-3	-14
CCCc1cc(=O)oc2cc(C)c(CN3CCCC3)c(O)c12	7	0	1	1	-2	13	2	-2	-3
CC(=O)Nc1ccc(S(=O)(=O)c2cc(O)ccc2O)cc1	17	-8	1	0	10	-9	7	0	-2
O=C(Nc1c(-c2ccccc2)[nH][nH]c1=O)c1ccc(-c2ccccc2)cc1	nt	nt	-1	0	8	-2	0	nt	-1
Cn1c(-c2cc3c(C(F)(F)F)nn(C)c3s2)n[nH]c1=S	1	0	-1	0	-4	-1	8	-3	2
CCNC(=O)C1(C)CCN(Cc2csc(-c3ccccc3)n2)C1 (stereo unspecified)	-3	3	0	1	-2	6	0	-8	-3

Next entries:
SMILES	M1 PAM	CHRM1 antagonist	M5 ag	CHRM4 agonist	CHRM5 PAM	CHRM4 antagonist	TAAR1 ag	M1 ag	M5 antag
CCOC(=O)C(=CNc1cc(C)ccc1[N+](=O)[O-])C(=O)OCC	6	-3	2	-1	6	-8	-1	-3	10
COc1ccc(NC2CCCN(C(=O)CSc3ccccc3)C2)cc1OC (stereo unspecified)	0	1	-1	4	0	-2	0	-3	8
COc1cccc(CNC(=O)CCNC(=O)C2CCN(S(=O)(=O)c3ccccc3)CC2)c1	-5	17	-1	2	4	-1	8	-3	1
CCOc1ccccc1NC(=O)C(OC(=O)c1ccc(O)cc1)c1ccccc1 (stereo unspecified)	-7	7	-1	4	-13	7	4	-2	29*
CC1CCCCN1C(=O)CCS(=O)(=O)c1cc2c(cc1Cl)NC(=O)CO2 (stereo unspecified)	8	-12	2	1	-5	-10	1	-1	-4
CCc1nnc(SCC(=O)Nc2ccccc2)nc1CC	3	-9	0	3	-1	-8	2	-5	7
COc1ccc(NC(=O)c2c(N)cnn2C)cc1	8	-17	3	0	-3	-4	0	-2	-6
CCN(CC)C(=O)CSc1nc2c(sc(=S)n2-c2ccccc2)c(=O)n1-c1ccc(OC)cc1OC	-4	13	-3	-1	-2	6	-3	-1	8
O=C(CCC(=O)N1CCOc2ccccc21)NCCc1ccccc1	11	-10	0	2	5	1	0	-4	-6
CCCCOc1ccc(/C=C/C(=O)N(CC)CC(=O)Nc2ccc3c(c2)OCCO3)cc1OC	0	4	0	5	-3	12	1	-4	8
CC(=O)Nc1ccc(S(=O)(=O)N2CCN(c3ncccn3)CC2)cc1	11	-13	2	4	-5	-16	2	-2	3
COc1cccc(NC(=O)Nc2nc(SC(C)(C)C)ns2)c1	-15	37*	14	24	-25	20	19	6	23
CCc1nnc(NC(=O)CSc2ccc(-c3ccc(-n4cccn4)cc3)nn2)s1	15	-8	-3	0	8	-14	0	1	-5
COC(=O)C(C(=O)OC)c1ncccc1[N+](=O)[O-]	11	0	-2	0	-3	-3	0	-3	14
CCOC(CNC(=O)c1[nH]c(C(F)(F)F)nc1-c1ccccc1)OCC	-8	-6	2	1	-6	3	1	0	0
COc1ccc(S(=O)(=O)NC(C)(C)C)cc1-c1nnc2c3ccccc3c(C)nn12	9	-16	2	1	0	8	6	-3	-2
CCc1cc2c(cc3c(=O)n(CC(=O)N4CCN(C)CC4)ncn32)s1	14	-13	-4	1	-1	-9	1	-3	9
COc1ccccc1-n1c(=S)[nH]c2c(sc(=S)n2-c2ccccc2)c1=O	-6	1	1	1	1	-6	1	-5	0
N[C@@H](CCC(=O)N[C@@H](CSN=O)C(=O)NCC(=O)O)C(=O)O	0	-17	1	0	-5	-1	0	1	-2
O=S(=O)(c1cccc(C(F)(F)F)c1)c1ccc(O)cn1	8	-18	0	0	-5	-2	0	0	10
O=C(CCc1nc2ccccc2c(=O)[nH]1)OCc1ccc(-c2ccccc2)cc1	-3	1	-3	1	-3	-16	0	-11	-2
CCCCc1c(O)nc(SCC(=O)NCC2CCCO2)[nH]c1=O (stereo unspecified)	4	-24	-2	1	0	6	3	-3	-1
CN(Cc1ccco1)c1ncnc2ccc(-c3ccccc3Cl)cc12	6	-5	-10	1	-4	10	10	-10	-8

Part of the list above, with the structure last:
M1 PAM	CHRM1 antagonist	M5 ag	CHRM4 agonist	CHRM5 PAM	CHRM4 antagonist	TAAR1 ag	M1 ag	M5 antag	canonical_smiles
7	0	1	1	-2	13	2	-2	-3	CCCc1cc(=O)oc2cc(C)c(CN3CCCC3)c(O)c12
8	-2	-4	2	4	-4	4	-1	6	NS(=O)(=O)c1ccc(NC(=O)c2cc(-c3cc(Cl)ccc3O)n[nH]2)cc1

Assay outcomes as filed in PubChem BioAssay.
